KB-V1 cytotox = kills drug-selected multidrug resistant KB-V1 cells | AID 1347076 | Potency, µM (top dose mostly 46.1 µM), inactives show top-dose activity change, negative = cytotoxicity, actives largely listed as cytotoxic | KB-V1 MDR cells viability, CellTiter-Glo, 72 h | actives 3.4% (n = 400,000); note: potency is the fitted concentration of half-maximal effect; % is set by controls: 0 for no effect and ±100 for the full control effect; nearly all actives have a fitted effect of over 60% in size
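KB-V1 MDR subline cells in DMEM (phenol-red free, 10% FBS) exposed to compounds in qHTS concentration series for 72 h at 37 degrees C. Viability read by CellTiter-Glo luminescence; concentration-effect curves fitted after normalization and correction.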
HT1080 IDH1KD tx = toxicity to HT-1080 IDH1 knockdown cells (counter line) | HT-1080 IDH1 knockdown viability, ATP luminescence, 48 h | Potency, µM (highest dose often 46.1 µM), inactives show top-dose activity, negative = toxicity, hits mostly cytotoxic | actives 2% (n = 360,000) | AID 686971;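 note: potency is the fitted concentration of half-maximal effect; 0% = DMSO wells and -100% = cell-free medium wells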
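After a 2 h attachment period, IDH1KD HT-1080 cells took pin-transferred compound for 48 h at 37 °C; ATP-based luminescence after 10 min room-temperature reagent incubation reported viability.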
ATXN viability = viability counter-screen for ATXN expression inhibitors; S2 cells (HEK-293 line with an ATXN2-luciferase reporter) viability, CellTiter-Fluor protease fluorescence, 24 h; AID 651635; actives 0.49% (n = 400,000); Potency, µM (highest dose often 56.7 µM), actives largely listed as cytotoxic; note: potency is the fitted concentration of half-maximal effect; nearly all actives have a fitted effect of over 40% in size
MCF10A rereplic = induces DNA re-replication in MCF 10a normal breast cells; Potency, µM (titrated, usually from 46.1 µM), without a hit: top-dose activity, positive = re-replication, actives largely listed as activators; actives 2.9% (n = 350,000); MCF 10A DNA re-replication, Hoechst nuclear intensity, 48 h; AID 624296; note: potency is the fitted concentration of half-maximal effect; % of control where 0% means no effect; nearly all actives have a fitted effect of over 50% in size
IL-1B inflam inh = inhibitors of inflammasome signaling (IL-1 beta secretion). THP-1 LPS/ATP IL-1B secretion, AlphaLISA, 16 h; hits give low values. activity change, % at 57.5 µM. actives 4.7% (n = 360,000); in the data active = activity change below about -50%; inconclusive = mostly about -30% to -49%; note: % is set by controls: 0 for no effect and ±100 for the full control effect
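THP-1 cells pretreated 1 hr with compounds (up to 57.5 uM final), then stimulated with LPS (250 ng/mL final) plus ATP (1.25 mM final); secreted IL-1B measured by AlphaLISA after 16 hr, decreased signal indicating inhibition.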
HT1080NT lethal = kills 2HG-producing HT-1080-NT fibrosarcoma cells; HT-1080-NT fibrosarcoma viability, CellTiter-Glo ATP luminescence, 48 h; Potency, µM (series often up to 46.1 µM), without a hit: top-dose activity, negative = less viability, actives largely listed as cytotoxic; actives 1.6% (n = 360,000);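 note: NT is the 2HG producing partner of a matched IDH1 knockdown line; potency is the fitted concentration of half-maximal effect; 0% = DMSO-treated cells and -100% = media-only wells without cells; nearly all actives have a fitted effect of over 55% in size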
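Viability of the 2HG-overproducing fibrosarcoma line after 48 hours of compound exposure at 37 degrees C was determined by luminescence with CellTiter-Glo, and concentration-effect curves were then fitted and categorized.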
KB-3-1 tox = kills parental KB-3-1 adenocarcinoma cells; KB-3-1 viability, CellTiter-Glo ATP luminescence, 72 h; AID 1347075; actives 1.4% (n = 400,000); Potency, µM (top dose mostly 46.1 µM), for the others: at the top dose activity change, negative = cytotoxic, hits mostly cytotoxic; note: potency is the fitted concentration of half-maximal effect; % is set by controls: 0 for no effect and ±100 for the full control effect; nearly all actives have a fitted effect of over 60% in size
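Parental KB-3-1 adenocarcinoma cells in phenol-red-free DMEM with 10% FBS were pin-treated with compounds at several concentrations, incubated 72 h at 37 °C, and viability read by CellTiter-Glo luminescence; concentration-effect curves were fitted after normalization.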
ATXN2 expr inh = ATXN2 expression inhibition | HEK-293 ATXN2-luciferase reporter, luminescence, 24 h | Potency, µM (doses to about 57 µM), inactives show top-dose activity change, negative = inhibition, most hits filed as inhibitors | actives 0.72% (n = 360,000) | AID 1745845; note: potency is the fitted concentration of half-maximal effect; % is set by controls: 0 for no effect and ±100 for the full control effect; nearly all actives have a fitted effect of over 55% in size
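ATXN2-luciferase reporter cells (luciferase flanked by upstream and downstream ATXN2 gene portions) were treated 24 h at 37 °C with compounds at up to 57 uM. SteadyGlo luminescence gave expression; GF-AFC fluorescence gave viability.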
SW480 rerep = induces DNA re-replication in SW480 colon adenocarcinoma cells; SW480 DNA re-replication, Hoechst DNA content imaging, 48 h; Potency, µM (highest dose often 46.1 µM), inactives show at the top dose re-replication activation, usual class: activators; actives 1.8% (n = 340,000); AID 624297; note: potency is the fitted concentration of half-maximal effect; % of control where 0% means no effect; nearly all actives have a fitted effect of over 55% in size
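Image-based read-out: total Hoechst fluorescence of nuclei (405 nm excitation, 500-530 nm emission), with hits raising the fraction of high-intensity nuclei. SW480 colon cells incubated 48 hr with compounds at 37 C.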
* marks the source's active call; other numbers are inactive results; & = joins results of further samples; [ ] = remark or other dose. Unless noted, calls come from the whole dose curve; as a rule, active = well fitted curve in the direction sought with a large enough effect; inconclusive = small, poorly fitted or top-dose-only effect, or another doubt; inactive = no such curve, though single readings can be large; an effect the other way counts as inactive or inconclusive.

CCCCn1c(N)c(Sc2ccccc2[N+](=O)[O-])c(=O)[nH]c1=O was read as KB-V1 cytotox -8.3%, HT1080 IDH1KD tx -12.1%, ATXN viability inactive, MCF10A rereplic -5.8%, IL-1B inflam inh 23.7, HT1080NT lethal -11.6%, KB-3-1 tox -10.2%, ATXN2 expr inh 8.9% and SW480 rerep -14.1%.
CCN(CC)S(=O)(=O)c1cccc(-c2cn3cc(C)ccc3n2)c1 was read as KB-V1 cytotox -11.4%, HT1080 IDH1KD tx -28.5%, ATXN viability inactive, MCF10A rereplic -5.9%, IL-1B inflam inh -21.9, HT1080NT lethal -15.9%, KB-3-1 tox -0.5%, ATXN2 expr inh 31.7% and SW480 rerep -10.8%.
`COc1nc(OC)nc(N2CCC(C(=O)NC3CC3)CC2)n1` gave KB-V1 cytotox -10.5%, HT1080 IDH1KD tx 4.3%, ATXN viability inactive, MCF10A rereplic 1.3%, IL-1B inflam inh 9.3, HT1080NT lethal 13.6%, KB-3-1 tox 0.2%, ATXN2 expr inh -3.5% and SW480 rerep -27.6%.
Cc1cccc(NC(=O)Cn2nc([N+](=O)[O-])c(Br)c2C)n1 was read as KB-V1 cytotox inconclusive, HT1080 IDH1KD tx 10.9%, ATXN viability inactive, MCF10A rereplic 3.2%, IL-1B inflam inh 15.4, HT1080NT lethal 11.7%, KB-3-1 tox -5.3%, ATXN2 expr inh -9.2% and SW480 rerep 7.3%.
For COc1ccc(S(=O)(=O)CCC(=O)NCCc2cccc(C)c2)cc1 the results were KB-V1 cytotox -18.2%, HT1080 IDH1KD tx -1.5%, ATXN viability inactive, MCF10A rereplic -0.3%, IL-1B inflam inh -21.1, HT1080NT lethal 5.3%[9.24 µM], KB-3-1 tox -5.4%, ATXN2 expr inh -1.1% and SW480 rerep 6.4%.
`CCOCCn1c(CCCO)nc2ccccc21` gave KB-V1 cytotox 0.6%, HT1080 IDH1KD tx 0.8%, ATXN viability inactive, MCF10A rereplic -6.9%, IL-1B inflam inh 15.2, HT1080NT lethal 0.7%, KB-3-1 tox -3.4%, ATXN2 expr inh 2.2% and SW480 rerep -3.9%.
For CC(=O)NS(=O)(=O)c1ccc(N)cc1 the results were KB-V1 cytotox 12.3%&8.1%, HT1080 IDH1KD tx 9.3%&3.2%, ATXN viability inactive, MCF10A rereplic 1.3%, IL-1B inflam inh 14.1&0.0, HT1080NT lethal inconclusive, KB-3-1 tox 0.0%&0.0%, ATXN2 expr inh 1.2%&0.0%&-11.5% and SW480 rerep -2.7%.
`O=C(Nc1ccc(S(=O)(=O)Nc2nccs2)cc1)C1=NN(c2ccccc2)C(=O)CC1` gave KB-V1 cytotox 0.0%, HT1080 IDH1KD tx -9.3%, ATXN viability inactive, MCF10A rereplic -0.8%, IL-1B inflam inh 9.8, HT1080NT lethal -6.1%, KB-3-1 tox 21.8%, ATXN2 expr inh -14.7% and SW480 rerep 1.1%.
For CCn1c(-c2csc3c2CCCC3)n[nH]c1=S the results were KB-V1 cytotox inconclusive, HT1080 IDH1KD tx 13.3%, ATXN viability inactive, MCF10A rereplic -6.1%, IL-1B inflam inh -5.0, HT1080NT lethal 11.6%, KB-3-1 tox -6.6%, ATXN2 expr inh 14.3% and SW480 rerep -9.3%.
For NC1=NC(=O)/C(=C/c2cc(Br)c(O)c(Br)c2)S1 the results were KB-V1 cytotox -4.3%, HT1080 IDH1KD tx -1.1%, ATXN viability inactive, MCF10A rereplic 14.2%, IL-1B inflam inh -5.3, HT1080NT lethal 4.0%, KB-3-1 tox -0.1%, ATXN2 expr inh -10.8% and SW480 rerep -2.8%.
`CCN(CC(=O)NCc1ccc(F)cc1)CC(=O)Nc1ccc(S(=O)(=O)N2CCCC2)cc1` gave KB-V1 cytotox 0.1%, HT1080 IDH1KD tx -7.9%, ATXN viability inactive, MCF10A rereplic 2.2%, IL-1B inflam inh 24.8, HT1080NT lethal -22.8%, KB-3-1 tox 2.7%, ATXN2 expr inh 14.7% and SW480 rerep inconclusive.
Cc1ccc(-n2c(Cc3cccn3C)nnc2SCC(=O)Nc2ccc3c(c2)OCO3)cc1 was read as KB-V1 cytotox 3.66µM*, HT1080 IDH1KD tx inconclusive, ATXN viability inactive, MCF10A rereplic 19.2%, IL-1B inflam inh -8.7, HT1080NT lethal -9.3%, KB-3-1 tox 7.5%, ATXN2 expr inh -6.9% and SW480 rerep inconclusive.
COc1ccc(S(=O)(=O)N(C)C[C@H]2Oc3ccc(NC(=O)Nc4ccc5c(c4)OCO5)cc3CC(=O)N([C@@H](C)CO)C[C@@H]2C)cc1 was read as KB-V1 cytotox 0.1%, HT1080 IDH1KD tx 0.4%, ATXN viability inactive, MCF10A rereplic 14.8%, IL-1B inflam inh inconclusive, HT1080NT lethal -23.2%, KB-3-1 tox -0.2%, ATXN2 expr inh -18.0% and SW480 rerep -22.4%.
For O=C(CSc1n[nH]c(-c2ccccc2)n1)c1ccc(O)c(O)c1 the results were KB-V1 cytotox -22.9%, HT1080 IDH1KD tx inconclusive, ATXN viability inactive, MCF10A rereplic 2.4%, IL-1B inflam inh 74.0, HT1080NT lethal inconclusive, KB-3-1 tox 6.2%, ATXN2 expr inh 0.4% and SW480 rerep -5.3%.
`Nc1[nH][nH]c(=O)c1N=Nc1ccc2c(c1)OCO2` gave KB-V1 cytotox inconclusive, HT1080 IDH1KD tx -5.0%, ATXN viability inactive, MCF10A rereplic 6.6%, IL-1B inflam inh -19.5, HT1080NT lethal -26.1%, KB-3-1 tox inconclusive, ATXN2 expr inh 2.3% and SW480 rerep 6.6%.
Screening CCCCCCCCN1C(=O)[C@H](CC(=O)NCCCN2CCCC2=O)C[C@@]2(C(=O)OCC)CCCC=C12 returned KB-V1 cytotox 16.2%, HT1080 IDH1KD tx -26.4%, ATXN viability inconclusive, IL-1B inflam inh -12.2, HT1080NT lethal -27.2%, KB-3-1 tox -4.0% and ATXN2 expr inh -26.3%.
CCCN1C(=O)c2cc(C(=O)Nc3ccccc3OC)ccc2C1Nc1ccccc1OC (stereo unspecified) was read as KB-V1 cytotox -22.1%, HT1080 IDH1KD tx -12.0%, ATXN viability inactive, MCF10A rereplic 28.8%, IL-1B inflam inh -0.1, HT1080NT lethal -5.4%, KB-3-1 tox 0.7%, ATXN2 expr inh -16.6% and SW480 rerep 9.1%.
Screening O=C(CCN1CCC2CCC(C2)C1)c1ccc(F)cc1 (stereo unspecified) returned KB-V1 cytotox 0.3%, HT1080 IDH1KD tx 23.2%, ATXN viability inactive, MCF10A rereplic 6.0%, IL-1B inflam inh -19.2, HT1080NT lethal 13.5%, KB-3-1 tox 8.6%, ATXN2 expr inh 7.3% and SW480 rerep 11.5%.
Screening Cc1c(Cl)cccc1NS(=O)(=O)c1ccc(NS(=O)(=O)c2ccc3c(c2)OCCO3)cc1 returned KB-V1 cytotox 25.0%, ATXN viability inactive, KB-3-1 tox -5.5% and ATXN2 expr inh inconclusive.
For O=C(Cc1ccccc1)NN1C(=O)/C(=C/c2ccccc2C(=O)O)SC1=S the results were KB-V1 cytotox inconclusive, HT1080 IDH1KD tx 4.5%, ATXN viability inactive, MCF10A rereplic -0.5%, IL-1B inflam inh 37.3, HT1080NT lethal 5.1%, KB-3-1 tox 17.7%, ATXN2 expr inh 5.9% and SW480 rerep -5.7%.
For O=[N+]([O-])c1ccccc1S(=O)(=O)Nc1ncccn1 the results were KB-V1 cytotox 16.2%, HT1080 IDH1KD tx -0.8%, ATXN viability inactive, MCF10A rereplic 0.0%, IL-1B inflam inh inconclusive, HT1080NT lethal 0.6%, KB-3-1 tox 8.7%, ATXN2 expr inh -2.2% and SW480 rerep -9.2%.
Screening CC1(C)Cc2cccc(OCC(=O)OCC(=O)NCc3ccccc3)c2O1 returned KB-V1 cytotox inconclusive, HT1080 IDH1KD tx -2.6%, ATXN viability inactive, MCF10A rereplic -2.5%, IL-1B inflam inh 0.0, HT1080NT lethal 2.3%, KB-3-1 tox 21.3%, ATXN2 expr inh -10.3% and SW480 rerep -1.8%.
NC(=O)C1CCN(S(=O)(=O)c2cccc(S(=O)(=O)N3CCCCC3)c2)CC1 was read as KB-V1 cytotox 11.7%, HT1080 IDH1KD tx 2.0%, ATXN viability inactive, MCF10A rereplic 2.6%, IL-1B inflam inh -9.8, HT1080NT lethal 8.0%, KB-3-1 tox 7.8%, ATXN2 expr inh -8.2% and SW480 rerep -7.1%.
For CC(C)[N+]1(C)[C@@H]2CC[C@H]1CC(OC(=O)C(CO)c1ccccc1)C2 (stereo partly specified) the results were KB-V1 cytotox inconclusive, HT1080 IDH1KD tx 8.2%&15.1%&17.5%, ATXN viability inactive, MCF10A rereplic 4.3%&6.1%&0.2%, IL-1B inflam inh 6.2&-9.3&15.3, HT1080NT lethal 12.4%&-13.6%&22.4%, KB-3-1 tox 0.0%&0.0%&0.0%, ATXN2 expr inh -8.3%&-6.0%&8.8%&8.8% and SW480 rerep inconclusive.
O=C(CSc1ncn[nH]1)c1ccco1 was read as KB-V1 cytotox 0.0%, HT1080 IDH1KD tx 18.5%, ATXN viability inactive, MCF10A rereplic inconclusive, IL-1B inflam inh -5.1, HT1080NT lethal 11.1%, KB-3-1 tox 0.9%, ATXN2 expr inh -19.6% and SW480 rerep -10.9%.
`CCCn1nnnc1NCc1cccc(OC)c1OC` gave KB-V1 cytotox 13.8%, HT1080 IDH1KD tx 0.2%, ATXN viability inactive, MCF10A rereplic 2.1%, IL-1B inflam inh 26.9, HT1080NT lethal -6.3%, KB-3-1 tox -4.3%, ATXN2 expr inh 0.8% and SW480 rerep 2.5%.
Screening O=C(c1cc2ccccc2[nH]1)N(Cc1cccnc1)CC1CCCN(C2CCCCC2)C1 (stereo unspecified) returned KB-V1 cytotox -10.7%, HT1080 IDH1KD tx -29.9%, ATXN viability inactive, MCF10A rereplic inconclusive, IL-1B inflam inh -9.0, HT1080NT lethal -14.4%, KB-3-1 tox -6.7%, ATXN2 expr inh 17.7% and SW480 rerep inconclusive.
